AGP1 TOR yeast: modulators of AGP1-GFP expression in yeast TOR pathway, primary screen, cell-based, multiplex flow cytometry, S. cerevisiae, MLPCN library; 3 h; GFP as percent of DMSO wells; GFP response vs DMSO, % at 10 µM; actives 0.02% (n = 320,000); AID 2066, 2009;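 active = GFP response relative to DMSO above a set limit, near screen average plus 3 SD, cut at about 150% in these data; inconclusive = fewer than 70 cells counted for the yeast strain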;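 also: median GFP channel fluorescence of the gated AGP1 strain per well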
GRK2 inh: compounds blocking aptamer binding on GRK2 – biochemical, human GRK2, bead flow cytometry, HTS, primary screen; Beta-adrenergic receptor kinase 1 (Homo sapiens), P25098; actives 0.59% (n = 330,000); AID 488847, 2010; inhibition of aptamer binding, % at 10 µM; FAM-aptamer displacement from GRK2;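 active = inhibition of aptamer binding above 40%, roughly 3 SD of noise, on plates passing a quality check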;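 also: median bead fluorescence of bound FAM aptamer so fluorescent compounds give negative values; no value below 0 was filed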
Target sequence (P25098 whole entry, looked up): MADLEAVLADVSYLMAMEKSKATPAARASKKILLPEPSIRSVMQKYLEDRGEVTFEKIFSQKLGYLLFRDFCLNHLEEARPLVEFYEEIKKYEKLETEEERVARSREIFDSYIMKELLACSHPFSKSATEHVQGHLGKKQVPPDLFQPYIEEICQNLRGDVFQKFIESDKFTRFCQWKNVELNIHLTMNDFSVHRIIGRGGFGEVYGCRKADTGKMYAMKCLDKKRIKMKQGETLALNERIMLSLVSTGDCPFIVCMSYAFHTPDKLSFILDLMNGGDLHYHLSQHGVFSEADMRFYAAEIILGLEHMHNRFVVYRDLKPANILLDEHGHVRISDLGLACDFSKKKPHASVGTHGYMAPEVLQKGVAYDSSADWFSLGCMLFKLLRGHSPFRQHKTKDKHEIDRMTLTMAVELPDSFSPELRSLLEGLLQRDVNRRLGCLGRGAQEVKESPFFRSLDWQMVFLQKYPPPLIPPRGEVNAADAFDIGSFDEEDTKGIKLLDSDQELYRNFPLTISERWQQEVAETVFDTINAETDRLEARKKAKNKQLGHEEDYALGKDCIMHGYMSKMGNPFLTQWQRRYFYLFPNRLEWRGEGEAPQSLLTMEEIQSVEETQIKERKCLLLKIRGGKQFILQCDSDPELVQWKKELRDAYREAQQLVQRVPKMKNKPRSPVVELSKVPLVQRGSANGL
CIT2 TOR yeast: modulators of CIT2-GFP expression in yeast, primary screen, S. cerevisiae, GFP fusion, multiplex flow cytometry, MLPCN library; AID 2029, 2009; GFP response vs DMSO, % at 10 µM; actives 0.065% (n = 320,000); S. cerevisiae CIT2-GFP strain, 3 h; 100 means same as DMSO wells;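 active = GFP response relative to DMSO above a set limit, near the screen mean plus 3 SD, cut at about 150% in these data; inconclusive = Fewer than 70 cells measured for a yeast strain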;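 also: ratio of well median GFP fluorescence to mean of DMSO wells on the plate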
JMJD2C inh: inhibitors of GASC-1 histone demethylase, primary screen, biochemical, fluorescence, DELFIA europium. Lysine-specific demethylase 4C (Homo sapiens), Q9H3R0. GST-JMJD2C(1-420) H3K9me3 demethylation. inhibition, % at 2.35 µM. actives 0.069% (n = 330,000);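 active = more than half of a compound's replicate wells show inhibition beyond 50%, single wells judged on their own value; inconclusive = some, but no more than half, of replicates pass 50% inhibition; inactive = no replicate passes 50% inhibition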;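 also: signal counts dimethyl H3K9 product captured on neutravidin plate; 0% = median of DMSO wells and 100% = 0.3 times that DMSO median; strong numbers were not always called active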
VLA-4 inh: inhibition in human VLA-4 binding assay, primary screen, VLA-4 allosteric modulator project, MLPCN library, flow cytometry, VLA-4 expressing cells. Integrin alpha-4 (Homo sapiens), P13612. ligand binding flow cytometry. inhibition, % (about 7 µM as worked out from the volumes in the protocol). actives 0.2% (n = 330,000); in the data active = inhibition above about 50%
RPL19A TOR yeast: RPL19A-GFP expression modulators in yeast, primary screen, cell-based, S. cerevisiae, multiplex flow cytometry, MLPCN; AID 2025, 2009; S. cerevisiae RPL19A-GFP strain, 3 h; hits give low values; percent response vs DMSO, % at 10 µM; actives 0.3% (n = 330,000);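 active = percent response vs DMSO below 50%; inconclusive = fewer than 70 events counted for the yeast strain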;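 also: median channel GFP fluorescence of the barcoded RPL19A-GFP strain; ratio of sample median GFP to plate DMSO average so 100% = DMSO; lower means less RPL19A-GFP as with rapamycin TOR inhibition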
MEP2-GFP yeast: modulators of MEP2-GFP levels in yeast, primary screen, S. cerevisiae, multiplex flow cytometry, MLPCN library. S. cerevisiae MEP2-GFP strain, 3 h; 100% = DMSO control level. GFP response vs DMSO, % at 10 µM. actives 0.51% (n = 330,000). AID 2016, 2009;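 active = GFP response versus DMSO above a set limit, roughly screen mean plus 3 SD, cut at about 180% in these data; inconclusive = fewer than 70 cells counted for a yeast strain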;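 also: median GFP fluorescence of the barcode-gated MEP2-GFP cells per well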
LAP4 TOR yeast: modulators of LAP4-GFP expression in yeast, primary screen, S. cerevisiae, multiplex flow cytometry, MLPCN library | actives 0.34% (n = 320,000) | 3 h; median GFP as percent of DMSO wells | GFP response vs DMSO, % at 10 µM;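 active = GFP response vs DMSO above a set limit, about the screen mean plus 3 SD, cut at about 150% in these data; inconclusive = under 70 cell events counted for the yeast strain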
Numbers without * were called inactive; ? = inconclusive; . = no result given.

Results follow in this order: JMJD2C inh	LAP4 TOR yeast	GRK2 inh	AGP1 TOR yeast	VLA-4 inh	RPL19A TOR yeast	CIT2 TOR yeast	MEP2-GFP yeast
CN1CCN(c2nc(-c3ccccc3)cc(C(F)(F)F)n2)CC1
 : 9.4	108.2	0.0	101.3	3.1	98.6	100.2	101.3
CCOc1cc(/C=N/NC(=O)C(=O)NC2CC2)cc(Br)c1O
 : -4.8	97.0	3.0	96.3	0.3	97.4	97.7	93.2
COC(=O)Cn1c2ccc(C)cc2c2nc(C)sc21
 : ?	88.5	4.0	.	-2.1	91.5	90.0	96.3
Cc1ccc(CC(=O)NCc2cccnc2)cc1
 : 21.6	110.6	2.0	90.8	-3.1	93.8	96.4	98.0
COC(=O)C1NN=C(C(=O)c2ccc(Br)cc2)C1c1cccc(Br)c1 (centres undefined)
 : -2.4	97.3	5.0	101.2	9.1	99.7	94.1	100.2
Cc1ncsc1CCSc1n[nH]c(=O)n1-c1ccccc1
 : -3.1	103.7	0.0	102.8	4.4	103.8	98.7	100.5
Cc1cccc(C(=O)NCC(=O)OCC(=O)N2CCN(S(=O)(=O)c3ccc(C)cc3C)CC2)c1
 : -3.6	106.6	0.0	101.9	16.0	102.7	96.3	106.2
Cc1ccc(S(=O)(=O)N2CCN(C(=O)COC(=O)c3ccc([N+](=O)[O-])o3)CC2)c(C)c1
 : 9.8	98.8	3.0	99.4	10.9	98.6	98.4	96.4
Nc1nonc1-n1nnc(C(=O)N/N=C/c2ccc(OCc3ccccc3)cc2)c1CN1CCCCC1
 : -31.0	97.2	3.0	102.0	-5.8	94.8	100.5	100.0
CC[C@@]1(O)C(=O)OCc2c1cc1n(c2=O)Cc2cc3c(N)cccc3nc2-1
 : 8.9	103.5	4.0	89.7	0.6	106.6	88.8	97.3
O=C(CSc1ncnc2nc[nH]c12)c1ccc([N+](=O)[O-])cc1
 : -4.7	98.8	0.0	103.7	2.6	93.2	91.8	95.7
CN(C)c1ccc(C(C(=O)NCC2CCCO2)N(Cc2ccccc2)C(=O)c2snc(C(N)=O)c2N)cc1 (centres undefined)
 : -33.3	98.8	1.0	94.7	0.8	99.1	96.6	108.1
COc1ccccc1COn1c(=O)c(-c2ccco2)[n+]([O-])c2ccccc21
 : 57.0	86.5	5.0	84.3	-16.6	93.6	79.5	92.3
Cc1c(S(=O)(=O)Nc2cccc(Cl)c2)c(=O)n(C)c(=O)n1C
 : -9.6	99.6	0.0	91.9	38.4	90.6	89.1	100.3
Cn1c(N)c(C(=O)CSc2nnc(-c3c[nH]c4ccccc34)n2C2CC2)c(=O)[nH]c1=O
 : 12.8	94.0	0.0	96.0	8.0	96.4	99.3	94.5
CCS(=O)(=O)c1ccc(O)c(NC(=O)NC2CCCCC2)c1
 : -10.3	99.0	2.0	97.6	5.1	97.4	92.7	99.9
CCCCNC(=O)/C=C/c1ccc(S(=O)(=O)Nc2ccc(OC)cc2)cc1
 : 0.6	103.4	1.0	102.2	-7.2	99.0	100.8	95.9
O=C(NCCS(=O)(=O)N1CCN(c2ccccc2F)CC1)c1cc(=O)c2ccccc2o1
 : 18.5	93.1	0.0	98.9	4.4	98.2	101.2	91.8
Cc1nnc(SCc2ccc(Cl)cc2Cl)[nH]c1=O
 : -17.9	99.1	1.0	95.3	0.0	96.8	92.0	99.2
CCOC(=O)C(C)(C)Sc1nc2c(cnn2-c2ccc(F)cc2)c(=O)[nH]1
 : -22.3	107.4	0.0	97.4	0.0	100.0	92.8	99.8
CCn1c(SCC(=O)NC2=NCCS2)nnc1C(C)NC(=O)c1ccccc1F (centres undefined)
 : 8.3	89.4	1.0	104.1	7.7	102.3	103.2	100.2
O=C(Nc1ccc(OC(=O)c2ccncc2)cc1)c1ccncc1
 : 3.9	98.4	1.0	110.1	6.8	106.1	102.7	104.2
O=C(O)c1ccc(CSc2nnc(Cc3ccccc3)o2)cc1
 : -39.4	92.1	0.0	96.4	-2.0	96.6	92.5	88.9
Cc1sc2nc(SCC(=O)N3CCCCC3)[nH]c(=O)c2c1C
 : -5.2	99.2	10.0	94.9	6.6	94.1	90.7	95.1
Cc1cc(Br)ccc1SCC(=O)OC/C(O)=C(\C#N)c1nc2ccccc2[nH]1
 : -20.6	106.0	3.0	100.7	3.6	106.9	111.1	110.1
CCN(CC)C(=O)CSc1nc2c(sc(=S)n2Cc2ccco2)c(=O)n1-c1ccccc1
 : 9.5	89.6	0.0	87.0	31.6	85.6	82.9	92.2
O=C1/C(=N\S(=O)(=O)c2cccs2)C([n+]2ccccc2)=C([O-])c2ccccc21
 : 5.0	107.1	0.0	102.3	3.4	98.8	107.0	96.7
Cn1c(CNC(=O)CCNC(=O)c2ccccc2F)cc(=O)n(C)c1=O
 : 75.2	94.0	0.0	96.7	18.3	97.7	92.5	100.0
Cn1ccc(C(=O)Oc2ccc(C(=O)Nc3ccc(F)cc3F)cc2)n1
 : 0.5	108.0	6.0	76.8	12.4	95.3	86.3	97.5
O=C(O)c1cc(NC(=O)c2cccc(C(=O)Nc3cc(C(=O)O)cc(C(=O)O)c3)c2)cc(C(=O)O)c1
 : -22.4	84.5	0.0	89.2	5.4	106.2	90.3	104.3
COc1cc(/C=N/O)ccc1OCc1ccc(Cl)cc1
 : -6.5	102.8	0.0	96.6	5.8	103.8	100.1	97.2
Cc1cc(C)c(NC(=O)c2ccc3c(c2)C(=O)N(Cc2cccnc2)C3=O)c(C)c1
 : 1.4	103.4	0.0	108.0	-6.7	94.8	105.6	95.8
COc1ccc(NC(=O)CC(=O)Nc2ccc(OC)cc2OC)c(OC)c1
 : -1.0	103.5	4.0	105.1	15.3	102.7	105.4	104.8
Cc1c(CCOC(=O)c2cc([N+](=O)[O-])cc([N+](=O)[O-])c2)sc[n+]1CC(=O)c1ccccc1
 : -2.8	99.6	0.0	100.1	0.6	108.1	110.1	110.9
O=C(Nc1nccs1)c1ccc2ccccc2c1
 : -0.9	82.5	0.0	92.4	1.5	107.9	109.0	103.4
Cc1ccn2c(c1)nc(=O)c1cc(S(=O)(=O)N3CCOCC3)ccc12
 : -5.2	95.0	1.0	97.1	9.3	99.6	100.2	97.9
CCOC(=O)C(C(=O)Nc1ccccn1)C1CCCCC1 (centres undefined)
 : 9.1	99.1	3.0	88.6	-2.7	97.4	96.3	102.6
COC(=O)c1ccc(C(=O)Nc2ccc(F)cc2)cc1
 : 2.5	102.3	0.0	97.2	-1.7	97.2	96.6	95.7
COc1cc(/C=N/Nc2nc(C)cc(C)n2)ccc1OC(=O)c1ccco1
 : -4.1	89.5	5.0	98.8	5.3	98.4	104.3	97.7
CC(NC(=O)COC(=O)c1c[nH]c2ccccc12)c1ccccc1 (centres undefined)
 : 4.7	97.2	31.0	94.0	0.1	95.8	90.8	100.8
COCCN(C(=O)COC(=O)CCSc1ccc(F)cc1)c1c(N)n(Cc2ccccc2)c(=O)[nH]c1=O
 : 3.3	99.2	5.0	101.2	1.4	94.1	92.4	97.4
Cc1ccc(C(C)C)cc1OCCN1CCCC1
 : 18.2	90.1	0.0	106.5	7.9	103.0	102.5	101.6
COc1ccc(C(NC(=O)c2ccc(F)cc2)c2ccccc2)cc1 (centres undefined)
 : -17.9	100.3	4.0	110.5	6.7	115.5	105.7	105.8
Cn1ccnc1C(=O)c1ccccc1Cl
 : -62.0	102.9	0.0	103.7	18.7	96.1	101.0	101.7
NC(=O)c1ccsc1NC(=O)COC(=O)COc1ccccc1[N+](=O)[O-]
 : 8.7	96.0	2.0	94.4	14.5	92.3	94.4	96.9
CCCN(CC(=O)Nc1ccccc1OC)C(=O)c1ccc(COc2ccccc2)o1
 : 4.5	100.8	0.0	100.1	3.2	97.5	96.3	97.2
Cc1cccc(C(C)C)c1NC(=O)c1cccnc1
 : 9.4	99.6	0.0	100.7	-5.5	101.2	94.4	95.7
O=C1c2ccccc2C(=O)N1CC1CCCO1 (centres undefined)
 : -2.7	100.6	0.0	103.6	17.0	101.4	105.1	104.9
Cc1cc(C)c(S(=O)(=O)N/N=C/c2ccc3c(c2)OCO3)c(C)c1
 : -7.6	85.2	0.0	93.2	-14.9	112.0	78.4	99.7
Cc1cccc(NC(=O)CCc2ccccc2)c1
 : -6.2	120.5	3.0	94.3	6.6	109.8	97.0	99.2
O=C(NC(=S)Nc1ccccc1Cl)c1csnn1
 : 16.2	87.2	3.0	93.2	-2.8	107.5	99.6	108.5
CCc1noc(C)c1C(=O)OCC(=O)c1ccc(OC)c(OC)c1
 : 9.0	118.7	5.0	112.4	-10.5	100.9	111.0	110.1
O=S1(=O)C=C(Oc2ccc3ccccc3c2)c2ccccc21
 : -30.9	110.2	0.0	96.3	-4.0	99.9	87.1	102.9
O=[N+]([O-])/C=C/c1cn(Cc2ccccc2)c2ccccc12
 : -2.0	177.7*	5.0	94.4	17.6	89.2	92.7	101.3
C=CCc1cc(C=O)cc(OCC)c1O
 : 12.2	99.5	4.0	94.7	21.5	92.3	90.6	99.7
COc1ccc(NC(=O)CCSCCc2ccccn2)cc1OC
 : 6.6	97.1	0.0	98.4	-3.5	95.3	98.4	93.0
CN1CCN(CC(O)COC(c2ccc(Cl)cc2)c2ccc(Cl)cc2)CC1 (centres undefined)
 : 61.1	91.3	0.0	95.1	10.4	92.7	101.8	89.3
CC[C@H](C)Cc1cn([C@@H](CCCN=C(NC(=O)OC(C)(C)C)NC(=O)OC(C)(C)C)C(=O)NCCCCCCCCCCC(=O)N2CCN(C(=O)OC(C)(C)C)CC2)nn1
 : -12.0	102.6	0.0	85.0	5.9	98.2	82.0	97.3
COc1ccc(S(=O)(=O)N2CC(O)CC2C(=O)Nc2cccnc2)cc1 (centres undefined)
 : 17.7	95.2	3.0	101.2	6.4	101.7	93.5	103.1
c1ccc(Cc2nc3ccccc3[nH]2)cc1
 : 4.2	115.0	0.0	94.2	-13.3	108.0	102.3	107.1
CC1CCCC(C(=O)OCc2ccccc2)N1 (centres undefined)
 : -25.0	92.4	0.0	105.3	-11.7	100.2	89.2	101.6
CC(C)(C)NC(=O)CSc1nnc(NC(=O)c2ccccc2Cl)s1
 : .	106.5	28.0	101.0	25.2	100.4	94.5	100.7
CC(C)=C(NC(=O)c1ccco1)C(=O)NCCc1nc2ccccc2[nH]1
 : -26.5	90.3	0.0	93.6	15.4	90.9	101.2	94.9

Molecules above containing a COOH group:
Results follow in this order: JMJD2C inh	LAP4 TOR yeast	GRK2 inh	AGP1 TOR yeast	VLA-4 inh	RPL19A TOR yeast	CIT2 TOR yeast	MEP2-GFP yeast
O=C(O)c1ccc(CSc2nnc(Cc3ccccc3)o2)cc1
 : -39.4	92.1	0.0	96.4	-2.0	96.6	92.5	88.9
O=C(O)c1cc(NC(=O)c2cccc(C(=O)Nc3cc(C(=O)O)cc(C(=O)O)c3)c2)cc(C(=O)O)c1
 : -22.4	84.5	0.0	89.2	5.4	106.2	90.3	104.3
